Screens (PubChem BioAssay)
FH mod: Identification of activators of human fumarate hydratase by quantitative high-throughput screening | Fumarate hydratase, mitochondrial (Homo sapiens), P07954 | FH coupled MDH/diaphorase resazurin fluorescence, 15 min | Potency, µM (doses to about 79.9 µM), without a hit: at the highest dose activity change, negative = inhibition, usual class: inhibitors | 0.22% of 54,000 active | AID 1347055, 2019; also: potency is read from the fitted curve at half-maximal effect; % is scaled to controls: 0 for no effect and ±100 for the full control effect; the screen sought activators but most active calls are inhibition curves; nearly all actives have a fitted effect of over 45% in size
Target sequence (P07954 whole entry, looked up): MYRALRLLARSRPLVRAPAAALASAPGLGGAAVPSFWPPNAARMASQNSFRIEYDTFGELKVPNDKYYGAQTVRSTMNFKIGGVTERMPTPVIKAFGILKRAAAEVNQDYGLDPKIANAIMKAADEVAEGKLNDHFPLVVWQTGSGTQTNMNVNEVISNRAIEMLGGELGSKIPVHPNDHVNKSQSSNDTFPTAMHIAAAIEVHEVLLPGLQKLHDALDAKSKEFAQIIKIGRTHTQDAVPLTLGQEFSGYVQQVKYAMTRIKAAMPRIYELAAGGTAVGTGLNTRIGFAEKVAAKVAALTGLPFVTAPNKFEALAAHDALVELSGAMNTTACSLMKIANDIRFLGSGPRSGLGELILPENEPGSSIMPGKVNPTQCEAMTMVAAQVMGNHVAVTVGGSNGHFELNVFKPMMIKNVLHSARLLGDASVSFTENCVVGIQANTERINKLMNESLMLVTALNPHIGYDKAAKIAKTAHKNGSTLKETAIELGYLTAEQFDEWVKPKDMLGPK
B2AR arrestin ag: ADRB2 beta-arrestin recruitment | P07550 | HTLA Tango cells, beta-arrestin recruitment, luciferase luminescence, 18 h | Potency, µM (titrated, usually from 46.1 µM), for the others: top-dose activation, usual class: activators | 44,000 tested, under 10 active | AID 1347077;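 also: potency is read from the fitted curve at half-maximal effect; 0% = DMSO and full agonism = EC100 isoproterenol or metaproterenol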
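Luminescence read-out: arrestin recruitment to recombinant beta2-AR releases tTA, inducing luciferase. Cells exposed 18 hr at 37 degrees C to up to 46 microM compound; %Activity from corrected signal, concentration-response curves classified by r2, magnitude and efficacy.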
PTAP-TSG101 blk: TSG101-PTAP interaction inhibition, HIV-1 budding. Fluorescence polarization, FITC-PTAP peptide/Tsg101, 20 min. Potency, µM (series often up to 115 µM), for inactives: top-dose activity change, negative = inhibition, usual class: inhibitors. 44,000 tested, under 10 active. AID 1347069; also: potency is read from the fitted curve at half-maximal effect; 0% is about no effect
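Fluorescence polarization: Tsg101 binding domain (10 uM final) in 10 mM HEPES pH 7.5, 0.15 M NaCl, 0.01% Tween 20, 3 mM EDTA, 0.1 mM TCEP; compounds pinned; FITC-PTAP peptide 50 nM final; 20 min, r.t.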
GALK inhibitor: inhibits human galactokinase; P51570; recombinant GALK, Kinase-Glo ATP luminescence, 1 h; Potency, µM (titrated, usually from 57.5 µM), for the others: at the top dose activity, negative = inhibition, actives largely listed as inhibitors; 44,000 tested, under 10 active; AID 1347072;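 also: plate controls were full GALK reaction for no effect and reaction lacking GALK for full effect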
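Luminescent ATP-depletion readout (Kinase-Glo Plus, 10 min) after 1 h RT reaction of 5 nM GALK, 35 uM ATP, 100 uM galactose, pH 8.0 HEPES buffer. Decreased kinase activity scored as inhibition.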
p53null 32C kill: kills p53 null cells at the permissive temperature; H1299-neo p53 null cells, ATP luminescence, 24 h, 32C; Potency, µM (doses to about 46.1 µM), without a hit: at the highest dose activity change, negative = cytotoxicity, hits mostly cytotoxic; 0.62% of 55,000 active;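 also: potency is read from the fitted curve at half-maximal effect; 0% = DMSO only and -100% = full killing by 100 µM tamoxifen; nearly all actives have a fitted effect of over 55% in size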
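H1299-neo (p53 null) cells, 600/well, treated 24 h at 32C with compound up to 46 uM; ATPlite luminescence viability, normalized to DMSO and 100 uM tamoxifen; AC50 by Hill fit.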
p53null 39C kill: kills p53 null cells at the nonpermissive temperature | H1299 p53-null (neo) cells, 39C, ATPlite viability, 24 h | Potency, µM (highest dose often 46.1 µM), inactives show at the top dose activity, negative = cell killing, actives largely listed as cytotoxic | 0.97% of 55,000 active;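 also: potency is read from the fitted curve at half-maximal effect; 0% = DMSO only and -100% = full killing by 100 µM tamoxifen; nearly all actives have a fitted effect of over 50% in size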
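Concentration-response (up to 46 uM) was run for 24 h at the nonpermissive 39C on H1299-p53A138V or H1299-neo cells. ATP content was measured with ATPlite luminescence. AC50 values were Hill-modeled after normalizing between DMSO and 100 uM tamoxifen killing.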
NTMT1 inhibitor: NTMT1 methyltransferase inhibition; Q9BV86; 2.5% of 59,000 active; Potency, µM (series often up to 114 µM), for the others: top-dose activity change, negative = inhibition, most hits filed as inhibitors; NTMT1 MTase-Glo SAH luminescence, purified enzyme;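 also: potency is read from the fitted curve at half-maximal effect; plate controls were DMSO vehicle for no effect and no enzyme for full effect; nearly all actives have a fitted effect of over 65% in size; many of its hits are not listed in these tables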
Target sequence (Q9BV86 whole entry, looked up): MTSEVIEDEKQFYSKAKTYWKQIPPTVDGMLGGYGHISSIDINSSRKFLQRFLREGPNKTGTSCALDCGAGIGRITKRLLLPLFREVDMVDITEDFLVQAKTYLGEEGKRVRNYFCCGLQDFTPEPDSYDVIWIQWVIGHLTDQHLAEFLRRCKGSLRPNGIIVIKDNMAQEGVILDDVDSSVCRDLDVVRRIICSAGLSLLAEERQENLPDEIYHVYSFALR
* marks the source's active call; other numbers are inactive results; ? = inconclusive; · = no result given; [ ] = remark or other dose. Calls follow the shape of the dose curve; as a rule, active = well fitted curve in the direction sought with a large enough effect; inconclusive = small, poorly fitted or top-dose-only effect, or another doubt; inactive = no such curve, though single readings can be large; an effect the other way counts as inactive or inconclusive. Only part of the results is shown (hit frequency here may not be typical).

Compound,FH mod,B2AR arrestin ag,PTAP-TSG101 blk,GALK inhibitor,p53null 32C kill,p53null 39C kill,NTMT1 inhibitor
O=C(NCc1ccccc1)c1ccc2c(c1)N(Cc1ccc(F)cc1)CCS2,-29%,-2%,-1%,6%,31%[activator],17%,?
COc1cc(C2c3c(-c4ccccc4O)n[nH]c3C(=O)N2Cc2ccco2)ccc1OCC(C)C (stereo unspecified),?,0%,-10%,-4%,?,?,7%
Cc1nn(S(=O)(=O)c2ccc(F)cc2)c(C)c1S(=O)(=O)N1CCCCC1,7%,-1%,-3%,-1%,1%,?,5%
O=C(Nc1cccc(C(F)(F)F)c1)C1CCCN1S(=O)(=O)c1cccc2nsnc12 (stereo unspecified),-3%,-2%,-11%,0%,-6%,4%,-6%
CCC(=O)N1CCc2cc(Br)cc(S(=O)(=O)CCC(=O)NCc3ccccc3)c21,1%,-1%,-8%,7%,2%,-2%,4%
O=C(NCc1ccccc1)c1ccc2nc(CCc3ccccc3)oc2c1,0%,-1%,-1%,-3%,5%,10%,?
COc1ccccc1CNC(=O)CSc1nc2nc(C)c(Cc3ccccc3C)c(C)n2n1,-27%,0%,4%,6%,4%,-9%,6%
COCCNC(=O)c1cccc(Nc2nc3ccccc3n3nnnc23)c1,-3%,5%,5%,4%,-20%,34%,14%
CCOc1ccccc1NC(=O)N(Cc1ccc(C)o1)C1CCN(C(C)=O)CC1,0%,-1%,-1%,1%,-6%,-10%,-5%
Cc1ccc(-c2nn(-c3cccc([N+](=O)[O-])c3)c3c2cnc2ccc(F)cc23)cc1,1%,-1%,-4%,1%,-1%,3%,-4%
CCc1ccc(NC(=O)C2CCN(S(=O)(=O)c3c(C)noc3C)CC2)cc1,-5%,0%,1%,-6%,6%,-6%,6%
CC(C)CCn1c(SCc2ccc(F)cc2Cl)nc2ccsc2c1=O,-1%,-3%,-1%,-1%,6%,1%,7%
COc1cc(NC(=O)CSc2nccn2C)cc(OC)c1OC,-3%,1%,0%,-5%,-1%,3%,-18%
O=C(COc1ccccc1)Nc1nnc(SCc2cc(=O)c3ccccc3[nH]2)s1,-9%,-1%,3%,0%,4%,-2%,-19%
COC(=O)c1ccc(C(=O)OC)c(NC(=O)c2c(-c3ccccc3)noc2C)c1,-1%,-1%,-5%,0%,6%,8%,8%
CCCc1cc(N2CCN(c3ccccc3)CC2)n2cnnc2n1,-6%,-1%,-5%,-6%,-10%,4%,?
CC(C(=O)Nc1ccccc1C(F)(F)F)n1nc(-c2ccccc2)c2c(c1=O)CCCC2 (stereo unspecified),-9%,1%,-6%,-3%,8%,4%,0%
Cc1ccc(CNS(=O)(=O)c2cc3c(cc2C)NC(=O)CO3)cc1,-2%,1%,-3%,-3%,-1%,-16%,?
CN(C)c1ccc(C(=O)Nc2cccc(-c3nc4cccnc4s3)c2)cc1,-13%,-2%,-2%,-11%,-3%,1%,-3%
CCOc1ccc(N(CC)C(=O)CSc2n[nH]c(-c3ccccc3)n2)cc1,0%,0%,-4%,0%,-2%,-19%,-3%
CCOc1ccccc1NC1(c2ccccc2)C(=O)c2ccccc2C1=O,-12%,1%,1%,4%,10%,-7%,-5%
Cc1cccn2cc(-c3cccc(NS(=O)(=O)c4ccc(Cl)c(Cl)c4)c3)nc12,?,7%,-1%,?,32%[activator],?,3%
Cc1ccc2c(=O)cc(C(=O)N(Cc3ccc(N(C)C)cc3)C3CCS(=O)(=O)C3)oc2c1 (stereo unspecified),-21%,0%,-3%,0%,-3%,0%,-9%
COc1ccc(CCN2CC(C(=O)NCCc3ccc(C)cc3)CC2=O)cc1OC (stereo unspecified),7%,1%,0%,-8%,-3%,-3%,1%
CCOC(=O)c1ccc(NC(=O)CSc2cc(=O)n(CC)c3ccccc23)cc1,-10%,0%,0%,1%,-22%,-9%,13%

Carrying on:
Compound,FH mod,B2AR arrestin ag,PTAP-TSG101 blk,GALK inhibitor,p53null 32C kill,p53null 39C kill,NTMT1 inhibitor
O=C(CCn1c(=O)c2cccn2c2cccnc21)NCc1cccc(Br)c1,-2%,-1%,3%,3%,5%,-22%,-8%
COc1ccc(N2CCN(C(=O)c3ccc(C)c(NC(=O)c4nsc5ccccc45)c3)CC2)cc1,?,0%,1%,0%,-1%,7%,-2%
CCOc1ccc(C(=O)Nc2c(C(=O)c3ccc(OC)cc3)oc3ccccc23)cc1,-4%,1%,0%,0%,3%,-16%,11%
COc1ccc(-c2nn(-c3ccccc3)cc2C(=O)Nc2ccccc2OC)cc1,-19%,-2%,-4%,0%,-5%,14%,2%
CCCc1cc(N2CCN(c3ccccc3F)CC2)n2cnnc2n1,-1%,1%,-5%,3%,-10%,-18%,-1%
CCCC(=O)N1CC(=O)Nc2ccc(Cl)cc2C1c1ccccc1 (stereo unspecified),-3%,0%,-3%,-1%,-8%,-10%,-5%
CC(C)OCCCn1c(SCC(=O)c2ccccc2)nc2c(sc3ccccc32)c1=O,11%,-4%,-8%,-1%,-2%,17%,-6%
Cc1cccc(C(C)C)c1NC(=O)Cn1c(=O)oc2cc(S(=O)(=O)N3CCCC3)ccc21,-4%,-2%,-8%,8%,5%,-3%,-6%
COc1ccccc1NC(=O)c1cc(C2CC2)nc2c1c(C)nn2-c1ccc(C)cc1,-14%,2%,-4%,2%,-2%,-19%,15%
CCN(CC)c1ccc(NC(=O)Cn2c3ncccc3c(=O)n2-c2ccccc2)c(C)c1,-13%,0%,-1%,-2%,7%,-15%,?
COc1ccc(C2N=C(N)Nc3nc4ccccc4n32)c(OC)c1OC (stereo unspecified),11%,0%,2%,4%,2%,-20%,-5%
Cc1ccc2c(c1)N(C(=O)CCC(=O)NCc1cccc(F)c1)CC(C)O2 (stereo unspecified),-1%,-3%,-1%,-1%,-8%,7%,-15%
COC(=O)c1ccc(CSc2nc3c([nH]c4ccccc43)c(=O)n2-c2cc(C)cc(C)c2)o1,-17%,0%,3%,3%,-12%,-18%,0%
CCC1CN(C(=O)Nc2ccc(C)c(F)c2)c2ccccc2S1 (stereo unspecified),-2%,0%,-2%,2%,-7%,5%,12%
CCNc1ccc(-c2nc(-c3ccccn3)no2)cc1[N+](=O)[O-],-7%,-1%,3%,-15%,-5%,1%,-11%
Cc1nc2cccnc2n1-c1cccc(C(=O)NCCc2ccc(S(N)(=O)=O)cc2)c1,-6%,1%,-1%,0%,-3%,6%,-2%
Cc1c(Cl)cccc1-n1ncc(C(=O)NC2CCCC2)c1C1CCN(C(=O)OC(C)(C)C)CC1,-11%,0%,-5%,-4%,0%,8%,4%
CC(C)c1ccccc1NC(=O)C(Cc1c[nH]c2ccccc12)NC(=O)OC(C)(C)C (stereo unspecified),-28%,-2%,0%,2%,0%,23%,-19%
CCOc1ccccc1NC(=O)c1cc2c(=O)oc3ccccc3c2s1,-28%,2%,0%,3%,-1%,-26%,0%
CCOc1ccc(NC(=O)c2cc(S(=O)(=O)N3CCCC3)c[nH]2)cc1,-20%,1%,-9%,-2%,4%,-10%,-1%
CCc1nnc(SCc2nc(-c3ccccc3Cl)oc2C)c2cc3sc(C)cc3n12,-6%,1%,1%,1%,-3%,-13%,1%
COc1ccc(C(=O)NCc2ccc3c(c2)CCN3C(=O)c2cccc(C)c2)cc1OC,1%,-1%,-10%,1%,6%,13%,-9%
Cc1ccc(N(C(=O)c2cccc(C)c2)S(=O)(=O)c2ccc(Cl)cc2)cc1,·,1%,8%,0%,12%,-3%,·
CCOC(=O)c1[nH]c(C)c(CCC(=O)NC(C)c2ccccc2)c1C (stereo unspecified),3%,0%,1%,3%,5%,-12%,-8%
O=C(Nc1ccc2nc(SCCOc3ccccc3Cl)sc2c1)c1ccc2c(c1)OCO2,-4%,-3%,15%,-5%,-9%,-1%,8%

2 entries from above, set out differently:
CCOc1ccc(C(=O)Nc2c(C(=O)c3ccc(OC)cc3)oc3ccccc23)cc1
  FH mod: -4%; B2AR arrestin ag: 1%; PTAP-TSG101 blk: 0%; GALK inhibitor: 0%; p53null 32C kill: 3%; p53null 39C kill: -16%; NTMT1 inhibitor: 11%
CC(C)c1ccccc1NC(=O)C(Cc1c[nH]c2ccccc12)NC(=O)OC(C)(C)C (stereo unspecified)
  FH mod: -28%; B2AR arrestin ag: -2%; PTAP-TSG101 blk: 0%; GALK inhibitor: 2%; p53null 32C kill: 0%; p53null 39C kill: 23%; NTMT1 inhibitor: -19%

Going on with the list:
Compound,FH mod,B2AR arrestin ag,PTAP-TSG101 blk,GALK inhibitor,p53null 32C kill,p53null 39C kill,NTMT1 inhibitor
Cc1ccc(/C=C/c2onc(C)c2S(=O)(=O)N2CCC(C(=O)NCc3ccc(Cl)cc3)CC2)cc1,-4%,0%,1%,2%,-2%,3%,3%
COc1cccc(CNC(=O)CN(C)S(=O)(=O)c2ccc3[nH]c4c(c3c2)CCCC4)c1,?,0%,0%,0%,1%,-9%,-26%
Cc1ccccc1OCC(=O)Nc1ccccc1C(=O)OCc1cc(=O)n2nc(C3CC3)sc2n1,3%,0%,-1%,1%,4%,6%,3%
O=C(NCC(c1cccnc1)N1CCN(Cc2ccccc2)CC1)C(=O)Nc1ccc(F)cc1 (stereo unspecified),-13%,2%,-1%,2%,-7%,-26%,-2%
CC1CCN(C(=O)Cn2ncc3c4ccccc4n(Cc4ccc(Cl)cc4)c3c2=O)CC1,-11%,-4%,48%[activator],-11%,15%,5%,6%
CCc1ccc(NS(=O)(=O)c2ccc3[nH]cc(C(=O)NCc4ccc(C)cc4)c(=O)c3c2)cc1,?,1%,0%,-2%,12%,?,16%
CCN1CCN(c2ncc3c(n2)CCN(Cc2ccccc2C)C3)CC1,7%,0%,-1%,1%,1%,4%,-5%
O=C(NC1CC1)c1ccc(Cn2c(SCc3cccc(F)c3)nc3cccnc32)cc1,-19%,0%,-7%,1%,-8%,-20%,?
Cn1nc(-c2ccccc2F)c2cc(C(=O)NCc3cccc(Cl)c3)sc21,-18%,1%,-1%,-9%,12%,8%,7%
CC(C)N1C(=O)C(O)(c2c[nH]c3ccccc23)c2ccccc21 (stereo unspecified),-2%,-2%,1%,0%,-7%[9.22 µM],-6%,-3%
CCOc1ccc(C2C(=O)N(C3CCCCC3)CC(=O)N2CCC2=CCCCC2)cc1OC (stereo unspecified),·,-1%,-8%,-1%,0%,25%,·
CCOC(=O)CNC(=O)c1cc2c(=O)n3cccc(C)c3nc2n1C,7%,1%,1%,1%,-1%,-8%,8%
COc1ccccc1C(=O)Nc1ccc(NC(=O)c2cccs2)cc1,?,1%,1%,-3%,-12%,?,5%
CC(=O)Nc1ccc(NC(=O)CC(C)n2ccc(C)n2)cc1 (stereo unspecified),-4%,-1%,-1%,2%,-4%,23%,10%
CCOc1ccc(CCNC(=O)c2ccc3nc(N4CCC(C)CC4)sc3c2)cc1OCC,-6%,-2%,1%,-3%,-9%,-9%,?
